Screening data as filed in PubChem BioAssay.
CHRM4 antagonist: CHRM4 antagonism in calcium assay. P08173. CHO-hM4 cells, ACh EC80, Fluo-8 calcium fluorescence. inhibition, % at 3 µM. hit rate 0.73% among 360,000. AID 624125;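 active = inhibition above its plate's cutoff, the mean inhibition of sample wells plus 3 SD, cut at about 27% in these data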;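 note: 0% = acetylcholine EC80 with DMSO and 100% = DMSO without agonist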
CHRM5 PAM: CHRM5 positive allosteric modulation. CHO-K1 hM5, Fluo-8 calcium, ACh EC20 PAM; 0% = ACh EC20, 100% = ACh EC100. hit rate 0.3% among 360,000. P08912. activation, % at 3 µM;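 active = activation above the run cutoff, the mean activation of all test compounds plus 3 SD, cut at about 18% in these data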
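Assay system: CHO-K1 hM5 cells / Incubation: Fluo-8 loading 80 min at 37 °C plus 30 min room temperature / Technique: Fluo-8 calcium dye fluorescence, kinetic read / Repeats: single replicate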
IDE inh: inhibits human insulin-degrading enzyme in HEK cells. P14735. AID 434962. inhibition, % at 5.59 µM. FAbetaB cleavage, fluorescence polarization. hit rate 0.41% among 320,000;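 active = percent inhibition above the average of all tested compounds plus 3 SD, set per screening campaign, cut at about 16% in these data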;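 note: IDE supplied by intact live HEK cells; FP after avidin binding of uncleaved biotin substrate so inhibition keeps polarization high; 0% = DMSO wells and 100% = 60 µM reference IDE inhibitor Ii1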
Target sequence (P14735 whole entry, looked up): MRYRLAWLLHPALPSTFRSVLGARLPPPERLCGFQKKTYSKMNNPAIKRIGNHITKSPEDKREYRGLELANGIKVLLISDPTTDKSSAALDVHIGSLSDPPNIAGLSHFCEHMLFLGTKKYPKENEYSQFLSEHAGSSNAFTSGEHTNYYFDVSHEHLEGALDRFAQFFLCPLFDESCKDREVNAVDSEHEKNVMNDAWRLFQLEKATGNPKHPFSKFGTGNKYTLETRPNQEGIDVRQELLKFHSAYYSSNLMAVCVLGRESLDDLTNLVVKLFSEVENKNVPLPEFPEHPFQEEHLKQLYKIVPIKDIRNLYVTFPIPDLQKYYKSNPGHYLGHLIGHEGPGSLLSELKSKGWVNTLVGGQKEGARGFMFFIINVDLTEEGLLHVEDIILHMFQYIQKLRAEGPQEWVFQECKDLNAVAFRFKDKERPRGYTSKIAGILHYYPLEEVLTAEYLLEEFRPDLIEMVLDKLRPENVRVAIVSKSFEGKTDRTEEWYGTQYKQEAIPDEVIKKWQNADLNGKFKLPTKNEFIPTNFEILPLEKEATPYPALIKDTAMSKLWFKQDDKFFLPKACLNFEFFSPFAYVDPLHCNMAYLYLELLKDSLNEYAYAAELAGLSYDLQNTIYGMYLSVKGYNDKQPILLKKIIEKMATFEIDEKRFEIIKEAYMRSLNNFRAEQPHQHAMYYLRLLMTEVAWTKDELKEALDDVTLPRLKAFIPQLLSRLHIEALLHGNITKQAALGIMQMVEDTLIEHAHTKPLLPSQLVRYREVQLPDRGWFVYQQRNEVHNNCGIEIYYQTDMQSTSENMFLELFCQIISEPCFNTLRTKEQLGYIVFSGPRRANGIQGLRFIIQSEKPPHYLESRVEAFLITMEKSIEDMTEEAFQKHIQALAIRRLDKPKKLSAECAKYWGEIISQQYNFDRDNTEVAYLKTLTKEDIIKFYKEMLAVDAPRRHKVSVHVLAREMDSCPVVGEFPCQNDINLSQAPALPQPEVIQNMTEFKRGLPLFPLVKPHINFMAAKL
M5 ag: CHRM5 agonism in calcium assay; P08912; AID 624037; activation, % at 3 µM; CHO-K1 hM5 cells, Fluo-8 calcium fluorescence; 0% DMSO wells, 100% maximal acetylcholine response; hit rate 0.19% among 360,000;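 active = activation above the run's mean over test compounds plus 3 SD, cut at about 23% in these data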;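 note: signal is peak over basal fluorescence ratio across the kinetic read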
CRFR2-BP antag: blocks CRF-induced signaling of the CRF-BP/CRF-R2 complex | HEK293 CRF-R2/CRF-BP, CRF-induced calcium fluorescence | inhibition, % at 11.8 µM | hit rate 0.59% among 350,000 | AID 588475;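 active = inhibition of the ligand-induced calcium signal above about 50% at the single tested concentration, limit read from the data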
M4 PAM: positive allosteric modulators of human muscarinic M4 receptor; hit rate 0.4% among 360,000; CHO-K1 hM4/Gqi5, Fluo-8 calcium fluorescence, ACh EC20; 0% = ACh EC20, 100% = maximal ACh; AID 624126; activation, % at 3 µM;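 active = activation above its plate's cutoff, the mean activation of sample wells plus 3 SD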; note: some results filed as inactive read as strong as hits
M5 antag: antagonists of human muscarinic M5 receptor (CHRM5) | P08912 | CHO-hM5 cells, Fluo-8 calcium fluorescence, ACh EC80 | inhibition, % at 3 µM | hit rate 0.59% among 360,000;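 active = inhibition above a per-plate cutoff, the mean of that plate's test compounds plus 3 SD, cut at about 27% in these data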;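 note: 0% = acetylcholine EC80 with DMSO and 100% = DMSO without agonist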
CRFR2-BP ag: CRF-BP/CRF-R2 complex agonism | HEK293 CRF-R2/CRF-BP, calcium dye fluorescence (FLIPR); percent of saturating CRF peptide response | hit rate 0.46% among 350,000 | activation, % at 13.2 µM | AID 588473;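 active = activation of at least 50%, plus an integration ratio under a set limit after plate pattern correction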;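 note: plate controls were neutral control wells without compound for no effect and CRF at EC100 for full effect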
CHRM4 agonist: CHRM4 agonism in calcium assay; P08173; CHO-K1 hM4/Gqi5, Fluo-8 calcium fluorescence; vehicle 0%, full acetylcholine response 100%; activation, % at 3 µM; hit rate 0.14% among 360,000; AID 624127;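 active = activation above the run mean over all test wells plus 3 SD, cut at about 32% in these data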;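 note: peak over basal fluorescence ratio per well then scaled between controls; 0% = DMSO wells and 100% = acetylcholine at EC100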
Starred values were filed as active, the others as inactive; nt = not tested or not shown. Outcome played no part in choosing rows. Share with any hit: about 2.9%.

SMILES	CHRM4 antagonist	CHRM5 PAM	IDE inh	M5 ag	CRFR2-BP antag	M4 PAM	M5 antag	CRFR2-BP ag	CHRM4 agonist
COc1ccccc1NC(=O)N1CCCC1C(=O)Nc1ccc2c(c1)OCCO2 (configuration not stated)	-6.7	2.0	2.2	-2.4	3.1	8.9	1.9	1.7	0.4
COc1ccc(N2CCN(C(=O)CSc3nnc4c(C)cc5cc(C)ccc5n34)CC2)cc1	1.2	-7.9	5.5	2.6	14.1	-6.5	10.7	-2.5	4.4
CC(C)(C)c1ccc(OCC(=O)NNC(=O)CCc2ccccc2)cc1	0.5	3.5	-1.9	-7.5	-10.3	1.7	-1.7	-1.0	2.7
Cc1ccccc1NC(=S)NC(C)CCc1ccccc1 (configuration not stated)	4.9	2.4	3.6	-4.3	-3.8	5.7	-5.0	0.6	-0.8
COc1ccc(NS(=O)(=O)c2ccc(NC(=S)NC(=O)c3ccc(F)cc3)cc2)nn1	9.8	0.0	2.5	1.7	1.1	-0.5	0.9	0.1	0.5
CN(C(=O)COC(=O)Cn1c(C(F)(F)F)nc2ccccc21)c1c(N)n(Cc2ccccc2)c(=O)[nH]c1=O	-15.3	1.5	-4.7	-5.5	-9.7	13.2	2.2	1.0	1.0
O=C(OCC(=O)N1CCCCC1)c1cccs1	-2.1	5.4	3.9	0.8	-15.2	-1.6	12.4	2.1	0.3
COc1ccc(S(=O)(=O)N2CCN(C(=O)c3ccc(=O)[nH]n3)CC2)cc1OC	-5.7	-0.8	nt	0.2	-4.0	5.6	8.8	0.9	2.0
CC(OC(=O)c1ccccc1C(=O)O)c1ccccc1 (configuration not stated)	-1.4	3.0	nt	-3.6	-8.8	-1.5	15.1	-1.0	0.3
NCCCC[C@@H](C(=O)NCCCCCCCCCCC(=O)N1CCNCC1)n1cc(CCCC(=O)O)nn1	-3.0	-6.6	-0.5	-1.7	0.9	3.1	14.9	-0.1	0.4
CCCc1ccc(C(=O)O/N=C(\N)c2ccccn2)cc1	11.7	-5.5	0.9	-3.2	15.1	-5.2	9.8	-1.0	-0.5
Cc1cc(OC(=O)c2ccc(C(C)(C)C)cc2)c([N+](=O)[O-])c(=O)[nH]1	8.4	0.6	6.1	-5.1	-9.3	1.1	-0.6	0.3	0.4
CCc1ccccc1NNC(=O)c1snnc1C	9.5	5.2	9.4	-0.5	-13.6	-4.1	6.7	-1.1	0.2
C[C@@H]1CN([C@H](C)CO)C(=O)CCCn2nncc2CO[C@@H]1CN(C)C(=O)c1ccc(N2CCN(C)CC2)cc1	3.4	-2.1	nt	-0.1	14.0	-3.4	6.1	1.9	-0.1
C[C@H](CO)N1C[C@H](C)[C@@H](CN(C)C(=O)NC2CCCCC2)Oc2ncc(Br)cc2C1=O	-10.3	4.3	nt	0.1	-14.8	1.3	-12.6	6.1	0.8
CC(=O)NC(C)c1ccc(C(=O)CSc2nnc(C3CC3)n2C2CC2)cc1 (configuration not stated)	5.3	6.0	-0.2	-0.4	-0.9	15.2	-5.2	-1.3	0.2
O=C(NC1CCCCC1)C1CCCN1C(=O)NCc1ccccc1 (configuration not stated)	-7.3	-1.2	4.6	-3.1	22.3	3.4	-0.3	-2.4	-0.1
COC(=O)[C@H](CC(C)C)NC(=O)N1CCC(C)CC1	-5.7	1.3	2.9	-4.6	6.2	-3.7	6.1	0.5	1.3
Cc1cccc(N2CCN(C(=S)Nc3ccc4nc(N5CCN(C)CC5)cc(C)c4c3)CC2)c1C	3.9	0.8	nt	-6.6	8.9	0.7	5.3	1.2	0.9
N#Cc1cccnc1N1CCN(C(=O)c2[nH]c(C(F)(F)F)nc2-c2ccccc2)CC1	-3.1	-4.1	nt	2.7	nt	-5.0	-0.5	nt	2.6
O=S1(=O)CC(NCc2ccccc2)C(Nc2ccccc2)C1 (configuration not stated)	-21.1	-6.6	-9.9	-3.9	13.7	-6.3	2.0	1.2	3.2
CCOc1ccc(C2=CSC3=NCCN23)cc1Cl	2.8	-12.6	0.0	-7.1	13.7	-4.6	20.4	-0.2	0.4
COc1ccc(Nc2nc(-c3ccccc3)c(C(=O)Nc3cccnc3)s2)cc1	-7.3	-5.8	-5.8	-6.3	-19.4	0.6	5.3	0.7	2.5
COC(=O)c1cc(S(=O)(=O)Nc2cc(OC)cc(OC)c2)cn1C	-12.5	-4.8	-2.0	2.0	0.3	0.8	0.3	-2.8	2.5
COc1cccc2sc(NC(=O)c3ccc(S(=O)(=O)N4CCOCC4)cc3)nc12	5.8	-3.7	-3.9	2.4	-27.9	-0.2	1.4	5.2	5.0
COc1ccc(N(C)C(=O)c2cc3c(Cl)nc4ccccc4c3s2)cc1	5.4	-7.4	-3.3	-3.0	-19.4	-18.4	4.7	0.0	2.1
Cc1cc(Oc2ccc(N)cn2)cc(C)c1Cl	9.4	5.6	-2.2	-2.2	-0.9	2.1	9.0	0.1	0.2
CC1S/C(=N/N=C/c2cccc([N+](=O)[O-])c2)NC1=O (configuration not stated)	-4.5	-6.2	-3.8	-0.4	-27.3	-1.5	3.5	5.5	8.2
CCN1CCN(c2oc(COc3ccc(-c4ccccc4)cc3)nc2C#N)CC1	4.5	-9.1	2.4	-0.2	-1.9	-12.5	11.7	-0.2	5.5
Nc1ncnc(Nc2c(F)cccc2F)n1	-4.0	-3.4	7.7	2.4	-2.8	-4.9	10.5	1.9	8.8

Another view of some results above.
| Structure | CHRM4 antagonist | CHRM5 PAM | IDE inh | M5 ag | CRFR2-BP antag | M4 PAM | M5 antag | CRFR2-BP ag | CHRM4 agonist |
| --- | --- | --- | --- | --- | --- | --- | --- | --- | --- |
| Cc1cccc(N2CCN(C(=S)Nc3ccc4nc(N5CCN(C)CC5)cc(C)c4c3)CC2)c1C | 3.9 | 0.8 | nt | -6.6 | 8.9 | 0.7 | 5.3 | 1.2 | 0.9 |
| Nc1ncnc(Nc2c(F)cccc2F)n1 | -4.0 | -3.4 | 7.7 | 2.4 | -2.8 | -4.9 | 10.5 | 1.9 | 8.8 |
| COc1ccc(Nc2nc(-c3ccccc3)c(C(=O)Nc3cccnc3)s2)cc1 | -7.3 | -5.8 | -5.8 | -6.3 | -19.4 | 0.6 | 5.3 | 0.7 | 2.5 |

Later entries
SMILES	CHRM4 antagonist	CHRM5 PAM	IDE inh	M5 ag	CRFR2-BP antag	M4 PAM	M5 antag	CRFR2-BP ag	CHRM4 agonist
c1ccc2c(c1)ncn2CCCOc1ccc2c(c1)CCC2	9.4	-10.9	-2.3	-3.5	-13.5	-13.3	10.7	-1.4	4.9
CC(C)c1c(C(=O)N/N=C/c2ccncc2)nnn1-c1nonc1N	-6.5	-1.5	-0.1	3.4	-8.1	1.7	-2.3	2.1	4.0
COCCNC(=O)c1[nH]c(C(F)(F)F)nc1-c1ccccc1	14.4	-0.3	nt	1.0	nt	-4.9	11.3	nt	-0.3
Cc1ccc(NC(=O)C2CC2c2ccccc2)c([N+](=O)[O-])c1 (configuration not stated)	0.2	1.1	5.1	-7.0	-16.4	-0.1	9.6	-1.2	-1.8
COc1ccccc1Cn1c(CO)nc2ccccc21	-15.9	4.7	2.5	-0.7	-3.7	-0.7	1.8	0.8	0.7
O=C(O)CC1S/C(=N\N=C2\C(=O)Nc3ccccc32)N(c2ccc(O)cc2)C1=O (configuration not stated)	11.8	-9.6	4.5	2.1	3.8	-10.5	12.9	-1.4	16.6
Cc1nc2c(C(=O)N3CCN(c4ccccn4)CC3)cnn2c(C)c1Cc1cccc(Cl)c1	-1.2	-3.3	7.4	-2.6	46.8	-1.3	2.1	1.0	10.8
CC(=O)N(c1ccc(C)cc1)C1C=CS(=O)(=O)C1 (configuration not stated)	-5.1	-0.7	8.3	0.4	8.6	8.3	-1.6	1.9	0.6
Cc1csc(SCc2nc3scc(-c4ccccc4)c3c(=O)[nH]2)n1	2.9	0.0	7.0	0.6	2.4	3.8	6.2	0.0	2.5
O=C(COC(=O)CCOc1ccccc1)Nc1ccc(Cl)cn1	0.5	-7.3	2.0	-0.1	11.8	2.8	1.6	0.1	0.9
COc1ccc(C#Cc2ccc(C3=CC(=O)CC(C)(C)C3=O)cc2)cc1	-6.9	2.2	nt	1.4	11.3	-0.8	-1.0	4.7	5.2
CCn1c(SCC(=O)c2ccc3c(c2)Cc2ccccc2-3)nnc1-c1ccc(N)cc1	-7.6	-3.5	15.9	-0.3	5.2	9.5	8.1	0.3	3.2
O=c1ccnc(SCCc2ccc([N+](=O)[O-])cc2)[nH]1	-3.0	3.0	-7.5	-1.9	1.2	-7.4	4.5	-1.2	0.7
N/C(=N\OC(=O)CCC1CCCC1)c1ccncc1	-6.0	-3.3	-0.8	1.3	-14.2	2.5	-6.2	1.1	0.9
Cc1cc(-n2c(C)cc(C(=O)CSc3nnnn3-c3ccccc3)c2C)no1	3.2	-15.5	2.2	0.3	26.5	-5.1	-0.5	0.2	10.0
Cc1cc(CNC(=O)c2cccc3c2C(=O)c2ccc(-c4ccc(F)cc4OCc4ccccc4)cc2S3(=O)=O)c(C(F)(F)F)o1	2.1	-5.5	-4.2	1.7	-9.8	0.9	12.2	3.3	0.8
Cc1cc(Cl)cc(Cl)c1OCC(=O)NCc1ccco1	1.7	21.6*	3.5	-9.9	-12.3	3.4	1.2	0.7	-0.4
CC(C)(CO)NC(=O)C12CC3CC(CC(Br)(C3)C1)C2	-10.4	0.8	3.3	2.8	4.1	-7.1	2.1	-0.4	-0.2
N=c1c2ccccc2nnn1-c1ccccc1[N+](=O)[O-]	-4.6	-10.8	nt	3.5	-8.8	-0.5	10.8	-3.2	1.8
CCCCCCOC(=O)NCC(O)c1ccccc1 (configuration not stated)	2.0	5.7	-2.6	-3.5	-13.8	13.4	-5.0	-0.8	-3.0
CC(=O)N(C(C)=O)c1c(N2CCCC2)c2ccccc2oc1=O	-3.2	0.9	-1.1	2.5	9.0	5.0	5.3	1.2	2.3
COc1cccc(Nc2nnc(SCC(=O)N3CC(C)OC(C)C3)s2)c1 (configuration not stated)	1.0	-1.0	-2.5	4.0	4.1	-0.7	-3.0	-2.1	7.1
CC(C)CC1NC(=O)c2cccnc2-n2c1nc1ccccc1c2=O (configuration not stated)	1.4	-1.6	nt	-3.0	4.2	8.1	3.9	-1.3	0.2
CC(C)(C)OC(=O)N[C@@H](Cc1c[nH]c2ccccc12)c1nnc(SCC(N)=O)o1	15.1	1.1	2.2	1.8	-7.2	-2.0	-0.3	1.9	1.4
O=C(NCCCCCNC(=O)c1cccnc1)c1cccnc1	-4.0	3.0	-6.8	-5.8	3.4	14.1	-4.4	4.5	1.2
Cc1c(C(=O)NCC2CC2)sc(=O)n1Cc1cccc(F)c1	-10.1	2.8	nt	-0.9	nt	8.5	-1.3	nt	0.6
CN1CCN(CCCNC(=O)c2cn(C)c3ccc(S(=O)(=O)N(C)C)cc3c2=O)CC1	-5.1	2.8	4.6	-0.8	-5.9	10.7	-0.1	0.1	2.5
CN(C)/C=C1/OC(=O)C(C#N)=C1c1ccc(Cl)cc1	10.6	1.2	8.4	-2.2	3.8	4.2	9.2	-1.0	0.7
OCCN1CCN(c2ncnc3c2ncn3[C@H]2CN(Cc3ccc(-c4ccccc4)cc3)C[C@@H](CO)O2)CC1	3.8	-6.8	nt	2.3	nt	-3.4	15.4	nt	10.2
C[C@@H](C(=O)N1CCN(Cc2ccc3c(c2)OCO3)CC1)n1nnc2ccccc2c1=O	0.8	-4.4	-0.9	-0.6	17.0	-0.7	4.1	0.1	1.9
